# Screening data deposited in PubChem BioAssay by several laboratories.
# RSV antiviral HEp-2: RSV antiviral activity via CPE protection, HEp-2 cells, primary 10 µM value included (AID 2391); CPE inhibition, % at 10 µM, or IC50 in µM where a hit was titrated; HEp-2 cells, RSV-induced CPE inhibition; higher % means a stronger effect; 310,000 tested, 0.13% active; in the data active means a potency from the dose series; inconclusive means CPE inhibition mostly from about 23% at the one dose, without a potency; inactive means the rest, 99 in 100 with CPE inhibition below about 21%; further: strong numbers were not always called active
# AID2073: disruptors of CaV2.2 binding to Mint1 – biochemical, HTRF (AID 2073); 290,000 tested, 0.19% active; HTRF protein-protein interaction, Mint1-CaV2.2; higher % means a stronger effect; one-dose inhibition, % at 20 µM; IC50 in µM for titrated hits; in the data active means inhibition mostly above about 51%, no sharp cut-off; inconclusive means no clear call, values can overlap the other calls; inactive means mostly below about 53%; further: some results filed as inactive read as strong as hits
# West Nile virus CPE: inhibition of WNV-induced cytopathic effect – cell-based, CPE readout (AID 1621). 290,000 tested, 0.02% active. West Nile virus-infected cells, CPE inhibition; higher % means a stronger effect. CPE inhibition, % at 10 µM; hits with a dose series show IC50 in µM; in the data active means a potency from the dose series; inconclusive means CPE inhibition mostly from about 3.7% at the one dose, without a potency; inactive means the rest, 99 in 100 with CPE inhibition below about 2.2%; further: strong numbers were not always called active
# UTI89 phage lysis: protection from phage-mediated lysis, alamar blue read-out – E. coli UTI89, K1F phage, bacterial capsule biogenesis inhibitors (AID 488966) | E. coli UTI89 K1F phage lysis, alamar blue, 2 h; higher % means a stronger effect | inhibition, % at 100 µM, or IC50 in µM where a hit was titrated | 340,000 tested, 0.02% active;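 active means phage lysis inhibition, versus mean bacterial control, above a set limit; inconclusive means no clear call, values can overlap the other calls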;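 further: capsule biogenesis inhibitors block K1F phage lysis so surviving cells raise fluorescence; higher fluorescence means more inhibition of phage lysis; actives were called in the ten point dose series up to 300 µM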
# SV40 large T antigen: SV40 large T antigen inhibitors, biochemical (AID 1903); 310,000 tested, 0.39% active; inhibition, % at 20 µM, or IC50 in µM where a hit was titrated; SV40 large T antigen ATPase/helicase inhibition assay; higher % means a stronger effect; in the data active means a potency from the dose series; inconclusive means inhibition mostly from about 32% at the one dose, without a potency; inactive means the rest, 99 in 100 with inhibition below about 32%; further: strong numbers were not always called active
# Rac1 GTP hydrolysis: MgcRacGAP GTPase-activating activity inhibitors, confirmation, biochemical, ADP Hunter fluorescence | one-dose inhibition, % at 30 µM; IC50 in µM for titrated hits | MgcRacGAP-stimulated Rac1 GTP hydrolysis, ADP Hunter fluorescence; higher % means a stronger effect; GST-tagged Rac1 F28L mutant substrate | AID 624330 | 340,000 tested, 0.6% active;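 active means first-screen hits whose inhibition reached a set limit at any dose in the follow-up dose series; inconclusive means inhibition above the set first-screen limit but never retested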;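 further: fluorescence reports GDP produced by GAP-driven GTP hydrolysis; strong numbers were not always called active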
# Siah-1 displacement: blockers of Siah-1 interaction with plectin peptide – biochemical, fluorescence polarization, rhodamine-plectin, uHTS, primary screen (AID 1817). Siah-1 / rhodamine-plectin peptide fluorescence polarization; higher % means a stronger effect. displacement, % at 20 µM, or IC50 in µM where a hit was titrated. 290,000 tested, 0.02% active;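 active means displacement of at least 50% at 20 µM, with a fluorescence ratio check between 0.3 and a set limit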;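 further: plate controls were Siah plus tracer with DMSO for no effect and tracer alone without Siah for full effect; strong numbers were not always called active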
# NTR1 agonist: NTR1-driven beta-arrestin-GFP spot formation – imaging, U2OS cells, high content, primary screen (AID 493036); P30989; activation, % at 20 µM; agonist mode; 330,000 tested, 0.17% active;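 active means activation at or above 40% of the spot to cytoplasm intensity ratio, with at least 20 cells analyzed; inconclusive means wells under 20 cells, flagged as cytotoxic or low count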;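 further: 0% = DMSO without peptide and 100% = 100 nM NTR1 peptide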
# Target sequence (P30989 whole entry, looked up): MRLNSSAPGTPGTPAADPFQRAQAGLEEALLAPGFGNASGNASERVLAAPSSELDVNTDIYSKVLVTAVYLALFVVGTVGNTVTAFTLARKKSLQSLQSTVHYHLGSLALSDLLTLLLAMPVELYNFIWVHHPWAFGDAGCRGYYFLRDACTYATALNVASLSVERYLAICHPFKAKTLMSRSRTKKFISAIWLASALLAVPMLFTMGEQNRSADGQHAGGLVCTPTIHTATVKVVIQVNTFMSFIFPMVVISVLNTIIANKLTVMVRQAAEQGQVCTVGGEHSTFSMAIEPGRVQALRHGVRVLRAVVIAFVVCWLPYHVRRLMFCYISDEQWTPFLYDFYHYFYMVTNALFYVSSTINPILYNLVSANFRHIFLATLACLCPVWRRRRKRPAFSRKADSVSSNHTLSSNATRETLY
# Dengue-2 NS5 capping: flavivirus cap methylation enzyme inhibition – biochemical, confirmation dose response, primary screen (AID 588689). Dengue-2 NS5 methyltransferase capping enzyme assay, biochemical; higher % means a stronger effect. inhibition, % at 25 µM, or IC50 in µM where a hit was titrated. 340,000 tested, 0.3% active; in the data active means a potency from the dose series; inconclusive means inhibition above about 29% without an active follow-up result
# NTR1 agonist cell count 20 µM: second read-out of NTR1 agonist, no call of its own (marks repeat the call); cell count; measured here: cell count, cytotoxicity flag
# Dengue-2 NS5 capping pilot replicate: also measured in Dengue-2 NS5 capping; calls as there; inhibition, %; measured here: pilot screen replicate inhibition
# Active calls of the source: *; ? = inconclusive; · = no result given; [ ] = remark or other dose.
SMILES,RSV antiviral HEp-2,AID2073,West Nile virus CPE,UTI89 phage lysis,SV40 large T antigen,Rac1 GTP hydrolysis,Siah-1 displacement,NTR1 agonist,NTR1 agonist cell count 20 µM,Dengue-2 NS5 capping,others
COC(=O)[C@H](C)NC(=O)NC1CCN(Cc2ccccc2)CC1,-0.2%,6.5%,0.4%,4.1%,5.2%,5.8%,-0.2%,-0.8,64,-4.0%,
Cc1cc(C)cc(NC(=O)Nc2ccc(-n3ccc(C(F)(F)F)n3)cc2)c1,·,9.1%,-0.6%,1.2%,4.6%,13.2%,1.8%,5.1,70,-0.8%,
CCCCCCC1CCC(C(=O)N2CCOCC2)CC1 (stereo unspecified),4.6%,-6.8%,-1.2%,0.2%,52.5%,2.2%,1.7%,1.3,40,-6.9%,
CCCCn1c(C2CCCCC2)nc2cc3[nH]c(=O)c(C(C)C)nc3cc21,1.7%,15.6%,1.4%,-0.5%,25.6%,1.8%,-4.1%,14.4,72,7.2%,
C[C@H]1CN(Cc2ccccc2)C(=O)[C@@H]1CC(=O)NCc1ccccc1,0.6%,5.6%,-0.9%,1.0%,15.2%,8.5%,-4.1%,-2.5,63,1.6%,
O=C(O)c1ccccc1C(=O)c1cccc2ccccc12,-0.2%,9.7%,0.1%,0.3%[50 µM],8.2%,·,-1.0%,-1.5,78,-2.0%,
CC(=O)c1cc(C#N)c(N2CCCCC2)nc1C,-1.1%,1.8%,-0.4%,0.6%,-4.7%,5.4%,-4.6%,2.1,34,-8.2%,
COc1ccc(C2NC(=O)CCC2[N+](=O)[O-])c(OC)c1OC (stereo unspecified),1.2%,7.9%,-0.9%,0.6%,7.7%,6.4%,5.3%,0.5,52,-9.3%,
CC(C)n1cnc2c(Nc3cccc(F)c3)nc(NCCO)nc21,-0.3%,15.4%,2.0%,-0.5%,12.3%,-21.1%,-0.2%,-1.5,59,4.1%,
NC1=NC2(CCCCC2)N=C(Nc2ccc(F)cc2F)N1,0.1%,-4.5%,-0.2%,0.3%,0.3%,3.8%,4.1%,-0.9,91,-7.5%,Dengue-2 NS5 capping pilot replicate=-0.9
Cc1ccc(OCC(=O)Nc2ccc(C)c(S(=O)(=O)N3CCCCCC3)c2)c([N+](=O)[O-])n1,20.0%,4.2%,-1.3%,0.2%,-1.0%,-4.6%,0.1%,2.8,52,-2.9%,
Cc1ccc(N(CC(=O)NC2CCCCC2C)S(=O)(=O)c2c(C)nn(C)c2C)cc1 (stereo unspecified),-0.5%,0.7%,-0.3%,0.2%,11.6%,5.0%,-4.0%,2.8,74,-4.4%,
Cc1cccn2c(=O)nc(SCC(=O)N3CC(C)OC(C)C3)nc12 (stereo unspecified),-0.6%,·,·,0.7%[50 µM],4.3%,7.4%,·,-0.4,52,-0.7%,
Cc1cc(C)c2c(n1)SCC(=O)N2CC(=O)NCCC1=CCCCC1,2.7%,-3.3%,-0.1%,-2.1%,-2.8%,2.5%,-3.3%,-2.4,59,-5.2%,
CCN(CC)CCNC(=O)C(=O)NCC1OCCN1S(=O)(=O)c1ccc(Cl)cc1 (stereo unspecified),-0.1%,13.6%,-0.1%,0.7%,13.1%,9.7%,2.0%,-0.2,52,-5.5%,

# Reprinted from the part before: 2 compounds, followed by the next part.
SMILES,RSV antiviral HEp-2,AID2073,West Nile virus CPE,UTI89 phage lysis,SV40 large T antigen,Rac1 GTP hydrolysis,Siah-1 displacement,NTR1 agonist,NTR1 agonist cell count 20 µM,Dengue-2 NS5 capping,others
Cc1cc(C)c2c(n1)SCC(=O)N2CC(=O)NCCC1=CCCCC1,2.7%,-3.3%,-0.1%,-2.1%,-2.8%,2.5%,-3.3%,-2.4,59,-5.2%,
CCN(CC)CCNC(=O)C(=O)NCC1OCCN1S(=O)(=O)c1ccc(Cl)cc1 (stereo unspecified),-0.1%,13.6%,-0.1%,0.7%,13.1%,9.7%,2.0%,-0.2,52,-5.5%,
COC(=O)CNC(=O)c1cn(-c2ccc(C)c(C)c2)c(=O)c2ccccc12,1.5%,18.0%,0.1%,-0.3%,4.0%,0.3%,-2.9%,0.4,51,9.3%,
Cc1cccc(N2CC(C(=O)Nc3nnc(SCC(=O)Nc4cc(C)on4)s3)CC2=O)c1 (stereo unspecified),1.9%,17.6%,-0.1%,5.1%[50 µM],4.4%,5.2%,2.5%,0.8,45,-6.4%,
O=C1CSC(=Nc2cc(Cl)ccc2Cl)N1,0.4%,1.9%,0.5%,-0.8%,-6.8%,-5.2%,-2.3%,0.4,68,0.0%,
CCCOc1ccc(C(CC(=O)O)NC(=O)Cc2ccccc2)cc1 (stereo unspecified),-0.9%,10.3%,0.0%,0.3%,4.8%,5.7%,0.4%,-0.2,98,-1.3%,
Cc1cc(=O)n2[nH]c(SCc3c(F)cccc3Cl)nc2n1,3.9%,·,·,-0.9%,6.8%,8.2%,·,0.1,54,0.0%,
O=[N+]([O-])c1ccc(NC(=S)N/C(=N/CS(=O)(=O)c2ccccc2)c2ccccc2)cc1,46.0%,22.2%,-0.3%,0.0%,17.6%,8.9%,-1.3%,0.7,54,-12.3%,
COc1ccc(C(=O)NCc2nnc(SCC(=O)Nc3ccccc3OC)o2)cc1,1.3%,-0.2%,-0.1%,0.4%,10.0%,-1.8%,11.1%,0.1,73,0.9%,
COc1ccccc1OCCn1c(CO)nc2ccccc21,15.9%,2.2%,-0.3%,0.3%,3.1%,7.8%,-3.4%,2.4,90,0.0%,Dengue-2 NS5 capping pilot replicate=-1.5
CCSc1nnc(-c2cc3c(s2)-c2ccccc2CC3)o1,3.7%,7.0%,-0.3%,0.1%,2.8%,4.0%,-1.3%,1.3,43,0.7%,
COC(=O)c1cc(NC(=O)c2c(Cl)nc3sccn23)cc(C(=O)OC)c1,5.4%,20.2%,0.2%,-0.8%,3.0%,6.2%,-0.6%,4.7,51,-14.5%,
CCOC(=O)C(C)n1nc(/C=C/c2ccc(OC)cc2)ccc1=O (stereo unspecified),10.5%,11.5%,-1.0%,0.1%,-2.5%,9.2%,-0.8%,0.1,42,-0.7%,
Brc1ccc(CSc2nnc(-c3ccco3)o2)cc1,0.6%,-6.0%,-0.4%,-6.7%,7.3%,1.1%,-0.6%,0.6,51,-10.6%,
CN1CCN(CC(=O)NC(=O)NC2CCCCC2)CC1,-0.7%,·,·,0.9%[50 µM],·,3.8%,·,0.4,63,6.2%,
O=C(NCC1(c2ccccc2)CCCC1)c1cccc(Br)c1,12.9%,-4.3%,-0.3%,0.0%,12.6%,10.2%,-1.7%,-0.2,62,-10.3%,
Cc1ccc(S(=O)(=O)Nc2nncs2)cc1,0.9%,10.3%,0.0%,0.3%,0.9%,11.1%,6.7%,-0.5,53,-2.1%,
CC(C)(C)C(=O)/C=C(N)/C=C/c1ccccc1,-0.4%,1.7%,-0.4%,-0.1%,-2.2%,2.3%,-1.0%,0.8,77,-11.6%,
CCN(CC)c1ccc(NC(=O)CCN2C(=O)c3ccccc3S2(=O)=O)c(C)c1,1.7%,·,·,0.8%[50 µM],10.8%,49.0%,·,1.1,58,0.0%,
CCOC(=O)N1CCC(NC(=O)c2cc(COc3ccccc3SC)on2)CC1,12.9%,12.3%,-1.4%,1.8%[50 µM],21.9%,1.4%,3.9%,3.2,52,-6.5%,
CCC1CCCCN1C(=O)Nc1ccc(F)cc1 (stereo unspecified),-1.1%,-6.8%,-0.5%,5.2%,3.9%,5.7%,-6.1%,-1.2,64,5.6%,
CC(C)(C)C(=O)Nc1ccc(S(=O)(=O)N2CCC(c3nc4ccccc4[nH]3)CC2)cc1,15.7%,·,·,0.7%[50 µM],-0.6%,3.8%,·,-1.0,64,-5.1%,
CCCc1nc(N)c(C#N)c(-c2ccco2)c1CC,3.1%,2.9%,0.2%,-0.4%,11.8%,16.8%,-1.2%,-0.8,54,-8.8%,
O=C(O)c1ccccc1-c1ccc(/C=c2\sc3nc4cc(Br)cnc4n3c2=O)o1,1.9%,10.1%,·,-0.1%,?,?,7.9%,3.5,42,-41.4%,
COc1ccc(C(=O)NCc2cnn(C)c2)cc1OC1CCN(C(C)C)CC1,-0.2%,16.0%,-0.1%,-0.3%,13.2%,10.5%,0.7%,-0.8,59,-2.7%,
COc1cccc2cc(C(=O)N3CC(C)OC(C)C3)c(=O)oc12 (stereo unspecified),-1.6%,6.9%,-0.1%,0.4%,34.8%,5.0%,0.1%,0.8,49,-2.0%,Dengue-2 NS5 capping pilot replicate=1.5
CSc1ncccc1C(=O)N(C)CC(=O)Nc1ccc(Cl)c(C(F)(F)F)c1,19.6%,3.5%,-0.8%,-0.1%,12.5%,3.9%,0.5%,0.4,63,-5.2%,
O=C(Nc1nccs1)c1ccc(Br)s1,7.2%,17.1%,0.6%,5.6%,7.9%,8.7%,6.2%,0.7,60,-0.9%,
Cc1cc(C)n(-c2ccc(C(=O)NCC(=O)Nc3cc(Cl)ccc3Cl)cc2)n1,·,·,·,1.3%[50 µM],·,4.1%,·,-1.4,54,0.0%,
COc1ccccc1NC(=O)C(C)OC(=O)c1nc2nc(C)cc(C)n2n1 (stereo unspecified),0.4%,·,·,1.5%[50 µM],10.3%,6.1%,·,-1.4,70,-3.6%,
CCCCn1c(N)c(N(CCOC)C(=O)c2cccc(S(=O)(=O)N3CCCCC3)c2)c(=O)[nH]c1=O,-0.5%,·,·,0.9%[50 µM],20.1%,10.2%,·,-0.8,66,-7.2%,
O=C(Nc1nnc2n1CCS2)c1ccc(Br)o1,-0.9%,5.0%,0.0%,0.6%,8.5%,7.0%,-1.1%,-0.6,55,1.8%,
Cc1cccc(Oc2ccc(NC(=O)c3ccccc3C(=O)O)cc2)c1,0.9%,5.0%,-0.1%,-0.5%,·,11.5%,2.8%,0.4,54,-0.8%,
Cc1ccc(C)c(NC(=O)c2ccccc2O)c1,19.0%,-1.8%,1.0%,-0.5%,5.1%,8.8%,-4.6%,1.4,63,-6.1%,
CC1Cc2ccccc2N1CC(=O)Nc1ccc(S(=O)(=O)N(C)C)cc1 (stereo unspecified),-1.5%,-1.1%,-0.7%,0.0%,18.4%,13.6%,-2.4%,-0.1,56,-0.6%,
COc1ccc(N2CCN(C3CCCN(Cc4cccc(OC)c4)C3)CC2)cc1 (stereo unspecified),-0.9%,-10.2%,-1.1%,0.1%,25.4%,24.4%,11.0%,1.9,71,1.9%,
CN(C)CCNC(NC(=O)c1cccs1)C(Cl)(Cl)Cl (stereo unspecified),1.6%,-5.1%,-0.6%,2.1%[50 µM],10.1%,5.5%,-1.6%,0.1,34,4.6%,
CCN(CC(=O)Nc1ccccc1C(F)(F)F)C(=O)c1ccccc1Sc1ccccc1C#N,1.4%,·,·,0.1%[50 µM],·,3.4%,·,0.3,61,-0.8%,
